PvdQ acylase = P. aeruginosa PvdQ acylase inhibition | inhibition, % at 10 µM | purified PvdQ acylase, fluorescence plate reader | hit rate 0.063% among 340,000; in the data active = inhibition above about 30%, passing the limit was not always enough;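 also: 0% = vehicle neutral wells and 100% = reference inhibitor wells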
LANA DNA inh = KSHV C-LANA DNA binding inhibition; hit rate 0.078% among 340,000; MBP-C-LANA/FAM-LBS DNA binding, fluorescence polarization; inhibition, % at 9 µM;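 active = highest replicate inhibition at or above 60% at 9 µM, even if other replicates fall short; inactive = all replicates below 60% inhibition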;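 also: 0% = neutral control wells and 100% = 4 µM acridine orange control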
NSD2 HMT inh = NSD2 (human) methyltransferase inhibition; inhibition, % at 12.5 µM; hit rate 0.54% among 310,000; NSD2 peptide methylation, AlphaScreen, 120 min; AID 743445; in the data active = inhibition above about 50%
SR-BI HDL uptake = inhibitors of mouse SR-BI mediated HDL lipid uptake. hit rate 0.96% among 320,000. inhibition, % at 12.5 µM. Q61009. ldlA[mSR-BI] CHO cells, DiI-HDL uptake fluorescence, 3 h;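 active = mean replicate inhibition of at least 70% and a set share of replicates each scoring 70 or more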;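 also: 0% = median of neutral control wells and 100% = median of positive control wells; values of inactives mirror those of a sister screen read the other way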
DAGLB inhibitor = diacylglycerol lipase beta (human) inhibition. Q8NCG7. HEK293T DAGLB membrane lysate, EnzChek fluorogenic substrate. inhibition, % at 5.17 µM. hit rate 0.059% among 340,000; in the data active = inhibition above about 34%;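 also: 0% = enzyme with vehicle and 100% = wells lacking enzyme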
Target sequence (Q8NCG7 whole entry, looked up): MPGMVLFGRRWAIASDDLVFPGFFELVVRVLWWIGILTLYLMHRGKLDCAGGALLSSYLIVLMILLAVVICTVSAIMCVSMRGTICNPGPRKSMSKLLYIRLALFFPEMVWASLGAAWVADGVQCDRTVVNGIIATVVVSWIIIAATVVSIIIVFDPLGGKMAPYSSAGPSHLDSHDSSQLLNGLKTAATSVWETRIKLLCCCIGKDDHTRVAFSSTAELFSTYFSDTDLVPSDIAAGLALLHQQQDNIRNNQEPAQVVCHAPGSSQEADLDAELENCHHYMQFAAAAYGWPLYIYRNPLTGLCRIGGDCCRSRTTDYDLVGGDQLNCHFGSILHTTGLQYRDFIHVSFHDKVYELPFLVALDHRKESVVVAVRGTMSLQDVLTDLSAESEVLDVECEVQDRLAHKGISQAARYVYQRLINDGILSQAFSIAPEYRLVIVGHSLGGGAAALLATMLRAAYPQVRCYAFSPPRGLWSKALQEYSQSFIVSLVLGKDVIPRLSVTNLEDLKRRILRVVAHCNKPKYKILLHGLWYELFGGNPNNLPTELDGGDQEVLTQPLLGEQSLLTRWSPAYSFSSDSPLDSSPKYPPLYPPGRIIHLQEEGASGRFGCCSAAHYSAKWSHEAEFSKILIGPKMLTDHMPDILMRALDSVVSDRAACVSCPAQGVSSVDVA
SR-BI DiI-HDL act = enhances SR-BI lipid uptake from DiI-HDL | hit rate 0.096% among 320,000 | CHO ldlA[mSR-BI] cells, DiI-HDL uptake fluorescence, 3 h; 100 = double the neutral-control signal | AID 504775 | activation, % at 12.5 µM;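 active = mean replicate activation of at least 60% and every replicate at or above 60%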;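 also: 0% = median plate neutral-control signal and 100% = twice that signal; values of inactives mirror those of a sister screen read the other way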
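Test system: SR-BI-overexpressing, LDLR-lacking CHO cells; Medium: Ham's F12 with 0.5% BSA, HEPES 25 mM, pH 7.4; Schedule: 3 h, 37 °C; Technique: bottom-read fluorescence, 550/595 nm.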
Cardiac RTF inh = cardiac RTF calcium desensitization | P19429+P45379 | IANBD-labeled cardiac RTF, Ca2+ fluorescence | inhibition, % at 7.15 µM | hit rate 0.12% among 340,000 | AID 493244;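 active = inhibition above the mean inhibition of all tested compounds plus 3 SD, cut at about 17% in these data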;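 also: assay run at fixed EC70 calcium of 1.6 mM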
Arr AP2 block = blocks beta-arrestin peptide binding to AP2 adaptin | FITC-arrestin peptide / GST-AP2 beads, flow cytometry; AP2 beta2 appendage carries R879A mutation | inhibition, % at 10 µM | hit rate 0.31% among 340,000;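 active = inhibition above a set limit, near 3 SD of compounds lacking own fluorescence, cut at about 54% in these data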;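 also: plate controls were DMSO wells for no effect and 5 µM unlabelled arrestin peptide for full effect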
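system = GST-tagged AP2 beta2-adaptin appendage (R879A) on 4 µm glutathione beads | reagent = FITC-labelled arrestin peptide probe, 50 nM final | schedule = compound with beads 12 min RT, then probe 1 h RT | signal = HyperCyt-sampled flow cytometry, FL1 channel, ex 488/em 535 nm | read-out = percent response from loss of bead-bound FITC fluorescence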
PKA-R2B activ = activates the human PKA-R2B holoenzyme complex. P22694+P31323. PKA-R2B holoenzyme dissociation, Cy5-IP20 fluorescence polarization; R2B truncated from residue 108, S112A mutant; 0% DMSO only, 100% 113 µM cGMP. hit rate 0.079% among 340,000. AID 504700. activation, % at 11.4 µM;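 active = activation above a cutoff set at the mean over all compounds plus 3 SD, cut at about 18% in these data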;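 also: higher means more holoenzyme dissociation and a rise in polarization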
Target sequence (P31323 whole entry, looked up, other chains not shown, the tested form may be a part): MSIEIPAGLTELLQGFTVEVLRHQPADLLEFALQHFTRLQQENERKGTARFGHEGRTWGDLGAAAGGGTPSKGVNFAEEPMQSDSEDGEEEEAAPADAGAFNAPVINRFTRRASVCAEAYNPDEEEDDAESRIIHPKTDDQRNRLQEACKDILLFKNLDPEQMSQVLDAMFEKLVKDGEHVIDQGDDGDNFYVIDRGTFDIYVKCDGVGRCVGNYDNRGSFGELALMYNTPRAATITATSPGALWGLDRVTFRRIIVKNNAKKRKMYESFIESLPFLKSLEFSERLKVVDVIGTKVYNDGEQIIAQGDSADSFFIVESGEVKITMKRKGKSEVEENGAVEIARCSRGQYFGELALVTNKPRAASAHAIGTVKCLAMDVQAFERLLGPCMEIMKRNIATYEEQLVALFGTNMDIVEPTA
Keap1-Nrf2 PPI = inhibitors of human Keap1-Nrf2 protein-protein interaction; inhibition, % at 9.4 µM; hit rate 0.15% among 340,000; Q14145; Keap1 Kelch-Nrf2 peptide fluorescence polarization, 1536-well; in the data active = inhibition above about 12%;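 also: human Keap1 Kelch domain with fluorescein labeled Nrf2 9mer peptide probe; 0% = neutral control wells and 100% = peptide positive control; higher means more block of Keap1 binding to Nrf2 peptide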
Numbers without * were called inactive; . = no result given.

SMILES | PvdQ acylase | LANA DNA inh | NSD2 HMT inh | SR-BI HDL uptake | DAGLB inhibitor | SR-BI DiI-HDL act | Cardiac RTF inh | Arr AP2 block | PKA-R2B activ | Keap1-Nrf2 PPI
O=C(Nc1sc2c(c1C(=O)O)CCC2)c1cccs1 | -1 | -0.2 | -1 | -10 | 1 | 10 | -9 | 5 | -5 | -1
CCc1cccc(C)c1NC(=O)COC(=O)Cn1c(C)csc1=O | 20 | 0.9 | -2 | 2 | 1 | -2 | -3 | 3 | -20 | 1
O=C(COc1ccccc1)Nc1cc(NC(=O)COc2ccccc2)cc(C(=O)O)c1 | -8 | 0.2 | 1 | 7 | 3 | -7 | -1 | 30 | -2 | 0
COC(=O)c1ccc(C)c(NC(=O)CN(c2ccc3c(c2)OCO3)S(C)(=O)=O)c1 | 0 | -0.8 | -3 | -15 | -5 | 15 | 6 | -1 | -14 | -2
COc1cccc(OCc2nn3c(=O)c(-c4ccccc4)nnc3s2)c1 | -2 | 1.8 | 2 | -3 | -9 | 3 | -5 | 14 | 6 | 0
O=c1c2c(nc3n1CCCCC3)sc1c(O)c(Br)ccc12 | 6 | -1.5 | 2 | -16 | 2 | 16 | -1 | 16 | -11 | 0
O=C(CCS(=O)(=O)c1ccccc1)Nc1ccccc1F | -6 | -1.9 | -2 | -7 | 2 | 7 | -2 | 15 | 2 | -4
N=c1ncn(CC(O)CN2CCOCC2)c2nc(N3CCOCC3)[nH]c12 (configuration not stated) | -5 | 0.1 | -1 | -22 | 1 | 22 | -15 | 8 | 4 | -5
CC(=O)Oc1ccc(-c2cccc(C(=O)OCC(=O)Nc3ccccc3Oc3ccccc3)c2)cc1 | 9 | 2.4 | -2 | 7 | -4 | -7 | 13 | 14 | -6 | -2
COc1cccc(OC)c1NC(=O)Cn1nc(-c2ccc3c(c2)OCCO3)ccc1=O | -7 | 0.2 | 4 | . | 2 | . | 3 | 5 | 13 | -1
CC1=C(C(=O)N(C)C)C(c2ccccc2OC(F)F)NC(=O)N1 (configuration not stated) | -6 | 0.4 | -5 | 0 | -3 | 0 | -1 | 44 | 14 | 0
CCOc1cc(/C=N/n2cnnc2)ccc1OS(=O)(=O)c1ccc(C)cc1 | -1 | -1.8 | -2 | 41 | 1 | -41 | 2 | 14 | 1 | 4
O=C(N/N=C/c1ccc(F)cc1)c1cc(-c2ccc3c(c2)OCO3)n[nH]1 | 0 | 0.6 | 2 | 3 | -3 | -3 | 4 | 1 | 7 | 4
O=C(CCN1C(=O)c2ccccc2C1=O)NCCC1=CCCCC1 | -15 | 0.1 | -2 | -16 | 0 | 16 | -12 | 6 | -3 | -2
O=C(CCN1C(=O)/C(=C/c2cccs2)SC1=S)Nc1cccc(O)c1 | 15 | -2.1 | 1 | 6 | -1 | -6 | 4 | 6 | -3 | -5
Cc1ccc(C2(SCC(N)C(=O)O)c3ccccc3-c3ccccc32)cc1 (configuration not stated) | -16 | -0.1 | -2 | -10 | -3 | 10 | -1 | 6 | -1 | -4
O=C(CCOc1cccc(Br)c1)NNC(=O)COc1ccc(F)cc1 | -10 | -1.3 | -1 | 0 | 2 | 0 | 1 | 4 | -1 | -1
N#Cc1ccc(C(=O)OCC(=O)NC(=O)NCc2ccccc2)cc1 | -15 | -0.4 | 5 | -20 | 0 | 20 | -15 | -20 | -6 | -1
Cc1ccc2cc3c(NC(=O)c4ccco4)nn(C)c3nc2c1 | -17 | -0.3 | -8 | 6 | 2 | -6 | -6 | 7 | 4 | -6
C/C(=N/OCO/N=C(/C)c1ccc(F)cc1)c1ccc(F)cc1 | -2 | -2.1 | 3 | -6 | -16 | 6 | -1 | 2 | 2 | -7
COc1ccccc1OCC(=O)Nc1ccc(Cl)cc1 | -9 | -1.0 | -2 | 8 | -5 | -8 | -4 | 8 | 5 | 1
CCS(=O)(=O)N1Cc2ccccc2CC1C(=O)Nc1nnc(C2CC2)s1 (configuration not stated) | 3 | 0.0 | -2 | 4 | 1 | -4 | 6 | 44 | -11 | 1
Cc1ccc(C(=O)NCCc2cc3ccc(C)c(C)c3[nH]c2=O)cc1[N+](=O)[O-] | -18 | 2.5 | 12 | 7 | 0 | -7 | -11 | -5 | 3 | 0
CC(=O)NCCC(=O)Nc1nc(-c2cccs2)c(-c2cccs2)s1 | -14 | 0.4 | -4 | 3 | 2 | -3 | 2 | -2 | 0 | 2

Structures listed so far with bromine:
SMILES | PvdQ acylase | LANA DNA inh | NSD2 HMT inh | SR-BI HDL uptake | DAGLB inhibitor | SR-BI DiI-HDL act | Cardiac RTF inh | Arr AP2 block | PKA-R2B activ | Keap1-Nrf2 PPI
O=c1c2c(nc3n1CCCCC3)sc1c(O)c(Br)ccc12 | 6 | -1.5 | 2 | -16 | 2 | 16 | -1 | 16 | -11 | 0
O=C(CCOc1cccc(Br)c1)NNC(=O)COc1ccc(F)cc1 | -10 | -1.3 | -1 | 0 | 2 | 0 | 1 | 4 | -1 | -1

(more compounds)
SMILES | PvdQ acylase | LANA DNA inh | NSD2 HMT inh | SR-BI HDL uptake | DAGLB inhibitor | SR-BI DiI-HDL act | Cardiac RTF inh | Arr AP2 block | PKA-R2B activ | Keap1-Nrf2 PPI
CCN(CC)c1ccc(-c2nn3c(-c4ccccc4OC)nnc3s2)cc1 | 3 | -0.1 | . | 11 | 1 | -11 | -4 | 21 | -2 | -3
O=C(Nc1ccc2c(c1)CCCN2C(=O)c1cccs1)c1ccccc1 | 11 | -0.6 | 0 | 21 | 0 | -21 | -6 | 6 | 0 | 2
COc1ccccc1NC(=O)CCN1C(=O)/C(=C\c2cc(OC)c(OC)c(OC)c2)SC1=S | 0 | 0.4 | -3 | -9 | 2 | 9 | -7 | 20 | 0 | 2
O=C(O)C[C@H]1c2ccc(C(F)(F)F)cc2S(=O)(=O)N1C1CCCCC1 | -9 | 0.7 | . | -26 | -2 | 26 | 6 | -1 | 2 | 4
CCOc1ccc(C2c3cc(OC)c(OC)cc3CC(=O)N2c2ccccc2)cc1 (configuration not stated) | -6 | -1.0 | 1 | 10 | 3 | -10 | -7 | 0 | -7 | -6
O=C(Cn1c(=O)oc2cc(S(=O)(=O)N3CCCC3)ccc21)NC1CCCc2ccccc21 (configuration not stated) | -16 | 0.3 | . | 0 | 0 | 0 | -2 | -11 | 0 | 2
O=C(CCCCl)NC(=S)Nc1ccc(CN2CCOCC2)cc1 | -11 | -1.0 | -6 | 6 | 0 | -6 | -9 | 6 | 12 | -5
COC(=O)c1ccc(Cn2nc(-c3ccc(C)c(C)c3)ccc2=O)cc1 | -8 | 0.8 | -2 | 12 | -5 | -12 | -6 | -5 | -12 | 0
Cc1ccc(C)c(N2CCN(C(=O)CCS(=O)(=O)c3ccc4c(c3)oc(=O)n4C)CC2)c1 | -17 | -0.7 | 11 | 7 | 0 | -7 | -2 | -15 | -8 | -1
Cc1cc(OCCCCNC(C)C)cc(C(C)C)c1 | 9 | 0.5 | 37 | 6 | 0 | -6 | 4 | 2 | 3 | 2
COc1ccc2c(c1)c(CC(=O)Nc1cccc(S(N)(=O)=O)c1)c(C)n2C(=O)c1ccc(Cl)cc1 | -12 | -1.6 | 7 | -1 | 0 | 1 | -23 | -15 | 0 | -1
Cc1cnn(CCC(=O)NNC(=S)NCC(C)C)c1 | -2 | -0.9 | 7 | -22 | 1 | 22 | -2 | 1 | -1 | -4
CCN(C(=O)Cn1cc(C(F)(F)F)ccc1=O)c1c(N)n(Cc2ccccc2)c(=O)[nH]c1=O | 5 | -0.7 | 1 | -34 | -2 | 34 | 1 | 29 | -2 | -2
O=C(O)c1cccc(S(=O)(=O)Nc2ccc(Oc3ccccc3)cc2)c1 | -11 | 1.2 | 3 | -2 | 9 | 2 | -5 | -8 | 10 | -9
C=CCn1c(SCC(=O)Nc2sc(C)c(C)c2C(=O)OCC)nnc1-c1sc(N)nc1C | 1 | -0.6 | 2 | 53 | 3 | -53 | -3 | 2 | 0 | 1
COc1ccc(N(CC(=O)Nc2cccc(C)c2)S(=O)(=O)c2c(C)n[nH]c2C)cc1 | 2 | -0.7 | . | -2 | -1 | 2 | 5 | 10 | -10 | 0
CN1CCN(c2ccccc2NC(=O)c2ccc(-c3ccc(Cl)cc3Cl)o2)CC1 | 3 | -1.0 | 0 | 14 | -15 | -14 | -2 | 28 | 5 | 2
Cc1cccc2cc(C#N)c(N3CCN(C)CC3)nc12 | -5 | 0.9 | 2 | 7 | -2 | -7 | 5 | -8 | -1 | -1
CCCCC(=O)NC(=S)Nc1ccc(S(=O)(=O)N2CCCC2)cc1 | -11 | 1.4 | 0 | 29 | -5 | -29 | 8 | 5 | 3 | -3
CCNC(=O)c1sc(=S)n(CC)c1N | -2 | 0.2 | 0 | 1 | 3 | -1 | -9 | 0 | -8 | -2
CCOC(=O)c1[nH]c(C)c(C(=O)NCCCOC(C)C)c1C | -12 | 0.0 | -5 | 9 | -1 | -9 | -9 | 2 | -8 | -3
CCOC(=O)c1cnc2ccc(OC)cc2c1Nc1ccc(N2CCN(C)CC2)cc1 | 4 | -1.2 | 25 | 7 | 0 | -7 | -2 | 5 | 4 | 1
CCS(=O)(=O)N1N=C(c2ccccc2)CC1c1ccc2nccnc2c1 (configuration not stated) | -4 | -0.9 | -1 | -6 | -2 | 6 | -6 | -11 | 12 | -5
COc1ccccc1N1CCN(c2ncnc3nc[nH]c23)CC1 | -9 | -1.9 | . | -4 | 4 | 4 | -11 | -1 | -4 | 3
COCCCNCCCCOc1ccc(Br)cc1Cl | -7 | -0.1 | 7 | 2 | 2 | -2 | -7 | -3 | 9 | 1
O=C(Cn1cc[n+](CC(=O)c2ccccc2)c1)c1ccccc1 | 0 | -0.8 | 1 | -8 | 1 | 8 | -6 | 7 | 10 | 1
O=C(Nc1ccccc1N1CCOCC1)c1ccc2c(c1)OCO2 | -14 | 0.3 | -3 | 6 | -2 | -6 | -8 | 16 | 4 | -1
COc1cccc(C(=O)COC(=O)c2ccc(NC(=O)c3ccccc3)cc2)c1 | -2 | -0.1 | -2 | 20 | 1 | -20 | -14 | -4 | -13 | 0
N#Cc1ccccc1OCC(=O)Nc1ccc2c(c1)OCCCO2 | 6 | -1.5 | 1 | . | -8 | . | -6 | 23 | -2 | 3
O=C(N[C@H]1C/C=C\C(c2ccc(F)cc2)N(Cc2ccccc2)C(=O)C1)OCC1c2ccccc2-c2ccccc21 (some centres not stated) | -9 | -1.3 | . | 56 | -66 | -56 | 0 | 7 | 4 | -3
COc1cccc(C2=CC(=O)C[C@H](c3ccc(Cl)cc3)C2)c1OC | -9 | -0.5 | . | 50 | -10 | -50 | 11 | 2 | -1 | -5
O=[N+]([O-])c1ccc(N2CCN(S(=O)(=O)c3ccccc3)CC2)cc1NCc1cccnc1 | -10 | 0.4 | . | 31 | 2 | -31 | -3 | 3 | 15 | 0

Compound activity from PubChem.

This is a random part of the collection, and some 2.1% of all compounds hit somewhere here.
